Screening data deposited in PubChem by several laboratories.
DNMT1 inh: DNMT1 (human) enzyme inhibition. 360,000 tested, 0.83% active. DNMT1 molecular beacon, Hinp1I cleavage, fluorescence. P26358. AID 588458. inhibition (reported as % activation of signal), % at 10 µM; in the data active = inhibition above about 50%
Tb MetRS inh: blocks T. brucei methionyl-tRNA synthetase activity; inhibition, % at 11.9 µM; 360,000 tested, 0.4% active; AID 624268; purified T. brucei MetRS, ATP depletion, Kinase-Glo luminescence;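 active = inhibition above a per-plate cutoff of the control wells' mean inhibition plus 3 SD, cut at about 5.5% in these data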;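 note: 0% = DMSO wells median and 100% = median of wells with control inhibitor compound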
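Test system – parasite MetRS enzyme · Reagent – substrates ATP, L-methionine and bulk Escherichia coli tRNA · Doses – 11.9 µM compound single dose, 0.9% DMSO · Times – 15 min enzyme-compound preincubation, 2 h reaction, 10 min detection, 25 °C · Signal – Kinase-Glo luminescence, ATP depletion format · Controls – DMSO-only wells as low control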
MsrA inh: inhibits bovine methionine sulfoxide reductase A | 360,000 tested, 0.75% active | AID 651718 | purified bovine MsrA, absorbance read-out | inhibition, % at 15.5 µM; in the data active = inhibition above about 4.5%;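 note: 0% = vehicle wells with enzyme and 100% = reference inhibitor wells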
bovine MsrA act: activates bovine MsrA enzyme. 360,000 tested, 0.3% active. activation, % at 10.6 µM. AID 602163. purified bovine MsrA, absorbance read-out; in the data active = activation above about 7.5%;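 note: 0% = vehicle and 100% = reference activator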
LMPTP inh: blocks human LMPTP phosphatase; 360,000 tested, 0.22% active; AID 651560; inhibition, % at 20 µM; recombinant LMPTP-A, OMFP fluorogenic substrate, fluorescence intensity;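 active = compounds that cut the enzyme signal by at least half of the control window in the single-dose screen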;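 note: plate controls were DMSO wells with enzyme plus substrate for no effect and substrate without enzyme for full effect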
Target sequence (P24666 whole entry, looked up): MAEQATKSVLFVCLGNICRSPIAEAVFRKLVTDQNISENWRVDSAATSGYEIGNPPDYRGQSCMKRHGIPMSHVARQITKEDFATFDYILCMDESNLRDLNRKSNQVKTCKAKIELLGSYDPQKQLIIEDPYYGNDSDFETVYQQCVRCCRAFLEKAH
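Test system: LMPTP-A phosphatase enzyme. Amount: LMPTP-A at 0.625 nM final in the reaction. Reagent: OMFP substrate, 400 µM final. Times: 50 min at room temperature. Signal: endpoint fluorescence intensity from OMFP dephosphorylation. Read-out basis: % inhibition. Benchmarks: no-enzyme and uninhibited controls.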
eLon inh: inhibitors of E. coli Lon protease; AID 602123; purified E. coli Lon protease, fluorescence polarization; inhibition, % at 7.94 µM; 360,000 tested, 0.42% active; in the data active = inhibition above about 13%, passing the limit was not always enough;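 note: 0% = enzyme with probe and DMSO and 100% = no enzyme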
CendR NRP1 mod: NRP-1/CendR interaction modulation. inhibition, % at 25 µM. 360,000 tested, 0.85% active. O14786. FAM-RPARPAR peptide binding to NRP-1, fluorescence polarization;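 active = inhibition or corrected inhibition above about 18%, plus a signal ratio from 0.5 to 1.5, limit read from the data, passing the limit was not always enough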; note: strong numbers were not always called active
SUMO1-SIM PPI: SUMO1-SIM interaction modulation; P63165; inhibition, % at 20 µM; SUMO1 binding to a labelled peptide, TR-FRET, 1 h; 360,000 tested, 0.33% active; AID 602429; in the data active = inhibition above about 37%
Target sequence (P63165 whole entry, looked up): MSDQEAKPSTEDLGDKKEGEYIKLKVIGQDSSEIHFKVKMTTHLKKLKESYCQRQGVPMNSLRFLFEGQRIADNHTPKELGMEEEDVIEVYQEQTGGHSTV
Scp-1 inhibitor: inhibitors of human Scp-1 phosphatase | Q9GZU7 | Recombinant Scp1, phosphopeptide, malachite green phosphate absorbance | inhibition, % at 20 µM | 340,000 tested, 0.88% active;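 active = inhibition above about 50% at 20 µM, limit read from the data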;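 note: plate controls were DMSO wells with enzyme for no effect and wells lacking enzyme for full effect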
Target sequence (Q9GZU7 76-261 limits assumed): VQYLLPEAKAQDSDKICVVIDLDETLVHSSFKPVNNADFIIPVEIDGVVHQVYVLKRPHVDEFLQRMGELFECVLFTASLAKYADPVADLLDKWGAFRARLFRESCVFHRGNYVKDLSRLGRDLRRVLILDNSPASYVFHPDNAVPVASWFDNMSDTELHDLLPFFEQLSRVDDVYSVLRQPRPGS
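Test system: SCP-1 phosphatase catalytic domain, residues 76-261; measured by: colorimetric phosphate reagent with accelerator and stabiliser, absorbance at 630 nm; timing: enzyme reaction 45 min at room temperature, colour 5 min, stabilisation 30 min; also added: Phosphorylated 17-residue peptide substrate; compound dosing: one concentration, 20 µM, with 1.0% DMSO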
STEP block: inhibitors of human striatal-enriched phosphatase STEP. P54829. recombinant STEP, OMFP fluorogenic substrate, fluorescence. inhibition, % at 20 µM. 360,000 tested, 0.25% active. AID 588621;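 active = inhibition at 20 µM, scaled per plate between control wells, above about 37%, limit read from the data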;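 note: 0% = DMSO with enzyme and substrate and 100% = substrate only without enzyme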
Target sequence (P54829 whole entry, looked up): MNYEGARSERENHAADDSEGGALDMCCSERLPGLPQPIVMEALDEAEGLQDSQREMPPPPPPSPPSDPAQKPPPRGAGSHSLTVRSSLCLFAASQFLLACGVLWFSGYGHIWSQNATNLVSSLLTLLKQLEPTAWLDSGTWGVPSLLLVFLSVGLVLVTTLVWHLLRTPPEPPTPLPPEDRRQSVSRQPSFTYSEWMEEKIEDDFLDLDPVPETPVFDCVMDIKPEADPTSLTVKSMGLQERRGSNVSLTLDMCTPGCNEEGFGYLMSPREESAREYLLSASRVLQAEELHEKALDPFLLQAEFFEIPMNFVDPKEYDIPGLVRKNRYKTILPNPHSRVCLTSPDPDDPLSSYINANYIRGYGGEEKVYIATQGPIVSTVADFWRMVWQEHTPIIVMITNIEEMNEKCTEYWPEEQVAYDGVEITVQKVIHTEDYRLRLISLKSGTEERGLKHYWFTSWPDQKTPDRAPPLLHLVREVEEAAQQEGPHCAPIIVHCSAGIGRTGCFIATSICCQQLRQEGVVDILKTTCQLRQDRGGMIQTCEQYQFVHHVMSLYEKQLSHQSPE
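medium = Bis-Tris buffer pH 6.0, 2.5 mM DTT, 0.005% Tween 20 | test system = STEP (striatal-enriched tyrosine phosphatase) enzyme, cell-free | measure = normalized % inhibition | compound dosing = 20 µM, 1% DMSO | also added = 25 µM OMFP | schedule = reaction 20 min, ambient temperature | measured by = fluorescence read at 480 nm ex / 540 nm em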
An asterisk follows results filed as active; nt = not tested or not shown.

SMILES	DNMT1 inh	Tb MetRS inh	MsrA inh	bovine MsrA act	LMPTP inh	eLon inh	CendR NRP1 mod	SUMO1-SIM PPI	Scp-1 inhibitor	STEP block
O=C(NCC(c1ccco1)N1CCCC1)c1ccc(-n2cccn2)cc1 (centres undefined)	0	0.0	0.2	-9	1.0	3	2	-2	-4	0
CCO[C@H]1OC(C(=O)O)=C[C@@H](c2cn(C(C)=O)c3ccccc23)[C@@H]1CCCO	1	-0.3	-0.4	-2	-0.2	3	1	-6	2	-3
CNC(=O)c1ccc2nc(NC(C)=O)sc2c1	-4	-1.1	-0.2	-5	0.3	-3	-9	-1	-5	-3
CC(C)C[C@H]1CN(CCCC[C@H]2CNC(=O)C(=O)N2CC2CCCCC2)C(=O)C(=O)N1CCc1ccc(O)cc1	nt	-0.5	-1.3	-3	-0.3	1	2	2	nt	nt
COC(=O)C1=CN(c2ccc(C)cc2)C(N)=C(C#N)C1c1ccccc1F (centres undefined)	nt	-0.7	3.0	nt	0.2	nt	2	-1	nt	nt
CC/C(C)=N/NS(=O)(=O)c1ccc(C)c([N+](=O)[O-])c1	1	0.2	0.5	-3	-1.6	-13	-9	-8	6	17
CCOc1ccc2nc(NC(=O)CSc3ccccc3)sc2c1	-10	-0.8	0.5	-4	0.3	1	2	-3	-15	-2
Cc1ccc(C)c(CN2C(=O)NC3(CCCCCC3)C2=O)c1	1	-1.6	-0.1	-8	-0.5	7	0	4	1	0
CCCNC(=O)c1ccc(N2CCC3(CC2)CC(c2ccccc2)=NO3)c([N+](=O)[O-])c1	-1	0.4	-0.9	-2	-1.1	-1	1	-22	-7	-1
C#CCNCCS(=O)(=O)N(Cc1ccc(Br)cc1)[C@@H](C)C(=O)O	6	0.2	-1.1	-5	-1.6	-11	8	5	-2	3
CC1CCN(c2nc3ccccn3c(=O)c2C=O)CC1	-2	-0.2	0.5	-1	0.4	0	-5	-17	-14	1
COc1ccc2c(c1OC)C(=O)N1C2SC(C)(C)[C@H]1C(=O)NCC(C)C (some centres undefined)	-2	-1.4	-0.3	-6	0.6	5	1	5	3	-2
CC1(C)Cc2c(cnn2-c2ccccc2)C(NC(=O)CCN2CCCC2=O)C1 (centres undefined)	3	-0.1	0.1	-5	-0.3	3	-6	2	-9	0
CCCN1CCN(CCCNC(=O)Cn2nc(C)n3c(cc4cc(F)ccc43)c2=O)CC1	0	-0.2	1.1	-3	-2.5	-2	8	-13	14	0
Cc1ccc(S(=O)(=O)NCc2cccnc2)cc1	-2	-0.6	0.2	-3	-1.3	-7	5	-1	-7	0
CCOc1ccccc1NC(=O)Cn1nnc(C(=O)Nc2ccc(C)cc2)c1N	-1	-0.3	0.9	-2	1.6	0	-2	-2	0	-4
COc1ccc(C(C(=O)NC2CCCCC2)N(C(=O)c2ccco2)c2ccc(-n3cnnn3)c(C)c2)cc1 (centres undefined)	-1	-0.1	0.4	2	0.3	-8	-8	11	-18	-1
CCN(CC)c1ccc(/C=C2\CCC(/C=C(/C#N)C(=O)Nc3ccccc3F)=C2N2CCOCC2)cc1	-3	-0.4	0.0	-2	21	-55	-50	-7	8	15
CC(C)c1[nH]c(=O)c(C#N)c2c1CSC(C)(C)C2	2	0.1	1.9	-5	-0.6	1	-9	1	3	3
O=C(OCc1nc2ccc(Cl)cc2n1CCO)c1ccc2c(c1)OCO2	-12	-1.3	2.0	-5	0.7	-8	-9	2	11	-1
COc1ccc(/C=C/c2c(-c3ccc(OC)cc3)oc(=O)c3cc(OC)c(OC)cc23)cc1	-5	-0.2	1.0	-4	0.9	-7	4	-7	-4	4
COC(=O)[C@]1(Cc2ccccc2)N[C@H](CN(C)C(C)=O)[C@@H]2C(=O)N(Cc3ccccc3)C(=O)[C@@H]21	3	-1.4	-0.9	-7	-0.6	-4	-8	5	-4	0
Cc1nc2cc(N3CCOCC3)c(NC(=O)C3CC3)cc2c(=O)n1Cc1ccccc1	2	-0.9	0.9	-4	-0.9	-6	-6	1	42	0
Cc1cc(NC(=O)Cn2nc(-c3ccccc3F)ccc2=O)ccc1-n1cnnn1	-4	-0.2	1.7	-4	-0.1	-10	-5	-9	-6	-4
CC(=O)c1ccc(-c2[nH]c3ccccc3c2CCN2C(=O)c3ccccc3C2=O)cc1	-12	0.4	1.6	-2	1.3	-1	-1	-7	16	2
Nc1nc(SCc2ccc(Cl)c(Cl)c2)n[nH]1	1	0.6	1.1	-1	-0.3	-4	-9	0	-4	1
COc1ccc(NC(=O)C2(C)CCN2C)cc1OC (centres undefined)	5	0.0	0.4	-1	-2.3	0	12	-1	nt	-2
CCOC(=O)[C@H]1[C@H]2COc3ccccc3[C@@H]2N2C(=O)CN(Cc3ccc(C)cc3)C(=O)[C@@]12C	26	-0.4	0.2	-6	-1.2	-14	96	-2	0	-6
CCCCC(NC(=O)Cc1c(C)c2cc3c(-c4ccccc4)coc3c(C)c2oc1=O)C(=O)O (centres undefined)	4	-0.1	0.9	-3	2.8	-3	-30	25	-2	8
O=C(COc1ccccc1)Nc1nnc(-c2ccccc2Cl)o1	1	-0.4	-1.0	-1	-0.6	-3	-7	-5	-4	0
Cc1ccc(C)c(-n2c(-c3ccncc3)n[nH]c2=S)c1	-1	-0.6	-0.2	-2	-1.4	-4	-2	2	0	1
CC(=O)c1nnn(-c2cccc(C#N)c2)c1C	-5	-0.4	-0.3	-2	-0.1	-13	-4	2	-1	1
O=C(NCCc1ccc(F)cc1)N1CCOCC1	0	-0.1	-0.5	1	-2.5	-3	11	2	-3	1
Brc1ccc(CSc2ccc3nnc(-c4cccnc4)n3n2)cc1	1	-0.5	0.3	-8	-0.8	6	-4	-1	-3	1
COc1cc(NC(=O)C2CCCN2C(=O)OCc2ccccc2)cc(OC)c1 (centres undefined)	3	-1.2	-0.3	-4	-1.1	-5	-4	-4	-5	0
O=C1Nc2ccccc2NC(c2ccc3c(c2)OCO3)=C1N(Cc1ccc(F)cc1)C(=O)c1ccco1	nt	0.1	-0.8	-3	-0.1	3	-3	-6	nt	nt
CC(=O)Nc1ccc(-c2csc(NC(=O)CN3C(=O)NC4(CCCC4)C3=O)n2)cc1	-11	-0.5	0.2	-6	4.0	-6	-3	4	2	2
COc1ccc(NC(=O)COC(=O)CN2C(=O)C3CCCCC3C2=O)cc1 (centres undefined)	5	0.1	0.3	-3	-0.7	-11	-6	0	nt	0
O=C1C2CCCCC2C(=O)N1Cc1ccccc1 (centres undefined)	-1	1.2	2.4	-3	0.2	-5	10	19	-5	0
O=C(Nc1nnc(-c2ccccc2F)s1)C1CCN(S(=O)(=O)c2ccc(Cl)cc2)CC1	2	-0.6	0.4	-3	-1.1	-4	5	11	-2	0
O/N=C/c1cc(Br)cc(Br)c1OCc1ccccc1	4	-0.2	-0.2	-11	1.2	-2	6	-1	-9	-2
O=C(COc1ccc(/C=N/NC(=O)c2ccncc2)cc1)Nc1cccc([N+](=O)[O-])c1	-4	-0.5	2.1	-9	0.9	-3	1	-14	8	0
CCC(C)NCCOCCOc1ccc(C)cc1OC (centres undefined)	1	0.5	-1.6	-3	-1.6	3	-7	-2	-5	1
COc1ccc(OC)c(Nc2cc(C(=O)NCCCN3CCOCC3)c3ccccc3n2)c1	-4	0.0	1.3	-3	-0.7	-4	12	1	-5	-1
CCc1ccc(N=c2c([N+](=O)[O-])nn(-c3ccccc3)n2O)cc1	-8	-1.1	nt	-5	1.5	-1	-6	-25	0	-6

Only DNMT1 inh and MsrA inh, for 2 of the compounds above:
| structure | DNMT1 inh | MsrA inh |
| --- | --- | --- |
| CCC(C)NCCOCCOc1ccc(C)cc1OC (centres undefined) | 1 | -1.6 |
| COc1ccc(OC)c(Nc2cc(C(=O)NCCCN3CCOCC3)c3ccccc3n2)c1 | -4 | 1.3 |

Other structures
SMILES	DNMT1 inh	Tb MetRS inh	MsrA inh	bovine MsrA act	LMPTP inh	eLon inh	CendR NRP1 mod	SUMO1-SIM PPI	Scp-1 inhibitor	STEP block
O=C(COC(=O)C1CCN(c2ccc(C(F)(F)F)cn2)CC1)NCCc1ccccc1	1	0.0	0.6	-3	1.3	-10	0	0	3	0
C/C(CCCO)=N/Nc1ccc([N+](=O)[O-])cc1[N+](=O)[O-]	6	-0.3	14*	-4	2.1	-2	16	-32	-3	0
COC(=O)COc1cccc(NC(=O)c2ccc(Cl)cc2)c1	-4	-0.1	0.3	-5	0.5	-5	13	-5	-9	-2
Cc1ccc(OCC(=O)NS(=O)(=O)c2ccccc2)cc1	1	-0.7	-1.3	0	0.6	-16	4	4	-5	-1
COc1ccccc1CN(C)CC(=O)Nc1ccc(Cl)cc1F	0	-0.2	-0.6	1	0.6	1	2	4	-3	2
COc1ccc(CNC(=O)C2CCCN(S(=O)(=O)c3ccc(Br)s3)C2)cc1 (centres undefined)	-2	-0.4	-0.1	-9	2.0	3	-29	1	-4	2
Cn1c(CN2CCCC2)nc2cc(NC(=O)COc3ccc([N+](=O)[O-])cc3)ccc21	-5	0.5	0.8	-2	8.7	13	-2	-13	-5	3

A portion from the list above:
SMILES	DNMT1 inh	Tb MetRS inh	MsrA inh	bovine MsrA act	LMPTP inh	eLon inh	CendR NRP1 mod	SUMO1-SIM PPI	Scp-1 inhibitor	STEP block
CCc1ccc(N=c2c([N+](=O)[O-])nn(-c3ccccc3)n2O)cc1	-8	-1.1	nt	-5	1.5	-1	-6	-25	0	-6
O=C(COC(=O)C1CCN(c2ccc(C(F)(F)F)cn2)CC1)NCCc1ccccc1	1	0.0	0.6	-3	1.3	-10	0	0	3	0
C/C(CCCO)=N/Nc1ccc([N+](=O)[O-])cc1[N+](=O)[O-]	6	-0.3	14*	-4	2.1	-2	16	-32	-3	0
COC(=O)COc1cccc(NC(=O)c2ccc(Cl)cc2)c1	-4	-0.1	0.3	-5	0.5	-5	13	-5	-9	-2
Cc1ccc(OCC(=O)NS(=O)(=O)c2ccccc2)cc1	1	-0.7	-1.3	0	0.6	-16	4	4	-5	-1
COc1ccccc1CN(C)CC(=O)Nc1ccc(Cl)cc1F	0	-0.2	-0.6	1	0.6	1	2	4	-3	2
COc1ccc(CNC(=O)C2CCCN(S(=O)(=O)c3ccc(Br)s3)C2)cc1 (centres undefined)	-2	-0.4	-0.1	-9	2.0	3	-29	1	-4	2
Cn1c(CN2CCCC2)nc2cc(NC(=O)COc3ccc([N+](=O)[O-])cc3)ccc21	-5	0.5	0.8	-2	8.7	13	-2	-13	-5	3
